From PubChem
p97 ATPase inh – inhibitors of human p97 ATPase, primary screen, biochemical | Transitional endoplasmic reticulum ATPase (Homo sapiens), P55072 | recombinant p97 ATPase, Kinase-Glo ATP luminescence, 3 h | inhibition, % at 8 µM | hit rate 0.42% among 220,000 | AID 1481, 2009; in the data active means inhibition above about 15%;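 further: 0% = DMSO vehicle and 100% = wells lacking enzyme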
NPY Y1 blocker – NPY-Y1 receptor antagonists, primary screen, cell-based; Neuropeptide Y receptor type 1 (Homo sapiens), P25929; HEK293-CNG Y1 cells, membrane potential fluorescence; NPY at EC95, then isoproterenol; inhibition, % at 3.6 µM; hit rate 1% among 200,000; AID 1040, 2008;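 active means inhibition above the campaign mean inhibition of all tested compounds plus 3 SD, cut at about 20% in these data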;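 further: 0% = DMSO wells given NPY plus isoproterenol and 100% = isoproterenol alone without NPY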
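Test system – HEK293 Y1/CNG channel cell line · Also added – NPY agonist 25 nM, then isoproterenol 1 µM plus Ro 20-1724 25 µM · Compound dosing – one concentration, 3.6 µM, in 0.4% DMSO · Schedule – compound incubation 1 h at room temperature, readout 45 min post-stimulation · Technique – fluorescence, membrane potential probe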
Runt-SMMHC FRET – inhibitors of RUNX1 Runt–CBFb-SMMHC binding, primary screen, biochemical, FRET, Cerulean-Runt, Venus-CBFb-SMMHC, uHTS. Cerulean-Runt/Venus-CBFb-SMMHC FRET ratio 530/480, 1 h. Runt-related transcription factor 1 (Homo sapiens) + Core-binding factor subunit beta …. inhibition, % at 20 µM. hit rate 0.74% among 220,000. AID 1434, 2008;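 active means mean inhibition across duplicate retests at 20 µM reaching about 50%, limit read from the data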;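 further: 0% = DMSO wells and 100% = wells with excess untagged CBFb-SMMHC; inhibitors lower the FRET ratio by blocking Runt binding to CBFb-SMMHC; some results filed as inactive read as strong as hits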
Target sequence (Q01196 whole entry, looked up): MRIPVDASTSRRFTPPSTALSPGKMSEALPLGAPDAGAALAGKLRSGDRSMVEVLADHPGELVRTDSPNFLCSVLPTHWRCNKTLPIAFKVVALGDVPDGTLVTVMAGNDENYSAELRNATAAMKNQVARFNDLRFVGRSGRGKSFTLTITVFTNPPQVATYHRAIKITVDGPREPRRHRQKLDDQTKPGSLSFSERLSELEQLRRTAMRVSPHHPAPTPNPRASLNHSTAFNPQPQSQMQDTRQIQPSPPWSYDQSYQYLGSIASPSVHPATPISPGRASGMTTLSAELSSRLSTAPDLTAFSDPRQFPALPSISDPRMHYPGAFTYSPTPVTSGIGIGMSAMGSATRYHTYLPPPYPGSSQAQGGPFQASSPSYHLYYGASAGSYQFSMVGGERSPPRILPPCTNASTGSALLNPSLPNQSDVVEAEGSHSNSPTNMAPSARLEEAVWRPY
Target sequence (Q13951 whole entry, looked up): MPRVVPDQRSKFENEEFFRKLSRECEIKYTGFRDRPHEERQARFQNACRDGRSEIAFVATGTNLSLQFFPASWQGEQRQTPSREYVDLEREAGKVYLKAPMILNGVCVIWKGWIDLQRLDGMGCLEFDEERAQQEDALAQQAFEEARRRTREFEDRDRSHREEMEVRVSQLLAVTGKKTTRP
Hck Nef HTS – inhibitors of Nef-activated human Hck kinase, primary screen, biochemical, Z-Lyte FRET, 384-well, Hck-YEEI; Tyrosine-protein kinase HCK (Homo sapiens), P08631; Recombinant Hck-YEEI plus Nef, Z-Lyte FRET kinase assay; inhibition, % at 20 µM; hit rate 0.68% among 220,000; AID 463187, 2010;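 active means Hck-Nef kinase inhibition above about 50%, limit read from the data; inactive means inhibition below that limit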;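 further: 0% = DMSO with Hck plus Nef and 100% = Hck alone without Nef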
RBBP9 inhibitor – human RBBP9 inhibitors, primary screen, biochemical, fluorescence polarization, FP-Rh probe, HTS. recombinant RBBP9. inhibition, % at 7.94 µM. hit rate 0.2% among 220,000. AID 1515, 2009;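 active means inhibition above the campaign mean of all tested compounds plus 3 SD, cut at about 14% in these data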;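 further: plate controls were DMSO wells with RBBP9 for no effect and wells lacking RBBP9 protein for full effect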
Target sequence (O75884 whole entry, looked up): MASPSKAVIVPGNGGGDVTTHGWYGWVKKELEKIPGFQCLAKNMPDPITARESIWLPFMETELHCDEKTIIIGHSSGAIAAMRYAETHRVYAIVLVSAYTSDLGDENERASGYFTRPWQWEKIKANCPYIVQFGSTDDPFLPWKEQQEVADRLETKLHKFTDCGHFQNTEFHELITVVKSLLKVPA
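Test system: recombinant human RBBP9. Quantity: 2.5 µM RBBP9 dispensing solution, before mixing. Detection: FP readout at 525/598 nm. Reagent: Serine-hydrolase probe FP-Rh, 375 nM pre-mixing. Measure: % inhibition. Control set: DMSO-treated enzyme wells and wells lacking RBBP9. Buffer or medium: Tris-NaCl-Pluronic buffer, pH 8.0. Times: preincubation 30 min plus labeling 45 min at 25 °C.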
MDM2 E3 inh – MDM2-luciferase reporter signal enhancers, primary screen, MDM2 E3 ligase inhibitor project, cell-based, luminescence, 1536-well. E3 ubiquitin-protein ligase Mdm2 (Homo sapiens), Q00987. cell-based MDM2 ubiquitination luciferase reporter, 2 h; 0 = plate control, 100 = twice control, blank-subtracted. signal enhancement, % at 5 µM. hit rate 0.11% among 210,000;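 active means signal enhancement of 30% or more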;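 further: luminescence tracks abundance of the self-degrading MDM2-luciferase fusion protein; higher signal means inhibition of MDM2 E3 ligase activity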
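Timing – 2 h compound exposure at 37 °C · Assay system – mammalian cells stably expressing self-ubiquitinating, self-degrading MDM2 E3–luciferase fusion · Amount – 2000 cells seeded into each well · Measure – % luminescence enhancement versus blank-corrected plate control mean · Measured by – SteadyLite luminescence, 15 min reagent step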
NPY-Y2 PAM-ag – NPY-Y2 potentiators or agonists, primary screen, cell-based; Neuropeptide Y receptor type 2 (Homo sapiens), P49146; cells expressing NPY-Y2, potentiator/agonist read-out; activation, % at 3.6 µM; hit rate 0.45% among 220,000; in the data active means activation above about 27%;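 further: cells stimulated with NPY near EC25 plus isoproterenol at EC100; 0% = vehicle plus submaximal agonist and 100% = vehicle plus saturating agonist; some results beyond the cut were filed as inactive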
NPY-Y1 PAM-ag – NPY-Y1 receptor potentiators or agonists, primary screen, cell-based; Neuropeptide Y receptor type 1 (Homo sapiens), P25929; NPY-Y1 expressing cells, potentiator/agonist activation; activation, % at 3.6 µM; hit rate 0.37% among 220,000; AID 1304, 2008; in the data active means activation above about 33%, passing the limit was not always enough;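 further: cells stimulated with NPY at EC10 then isoproterenol at EC100; 0% = low agonist plus stimulus and 100% = saturating agonist plus stimulus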
Runt-CBFb FRET – inhibitors of RUNX1 Runt–CBFb binding, primary screen, biochemical, FRET, Cerulean-Runt, Venus-CBFb, uHTS; Runt-related transcription factor 1 (Homo sapiens) + Core-binding factor subunit beta …; Cerulean-Runt/Venus-CBFb FRET ratio 530/480, 1 h; inhibition, % at 20 µM; hit rate 0.46% among 220,000;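 active means inhibition over about 50% at 20 µM in the single-dose screen, limit read from the data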;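 further: 0% = DMSO wells and 100% = excess unlabeled CBFb competitor control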
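System: Cerulean-labeled Runt domain protein | Quantity: 100 nM of each labeled protein | Schedule: 1 h compound exposure, room temperature | Detection: Fluorescence energy transfer, 422 nm excitation, 530/480 nm emission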
* marks the source's active call; other numbers are inactive results; nt = not tested or not shown.

Below each compound: p97 ATPase inh	NPY Y1 blocker	Runt-SMMHC FRET	Hck Nef HTS	RBBP9 inhibitor	MDM2 E3 inh	NPY-Y2 PAM-ag	NPY-Y1 PAM-ag	Runt-CBFb FRET
(1) Cc1csc(NC(=O)CSc2nc(C)cs2)n1
→ 4	-4	-7	7	-1	12	1	7	1
(2) CC(=O)c1ccc(NC2OC(C)C(O)C(O)C2O)cc1 (stereo unspecified)
→ 5	-4	2	1	-9	-3	0	-4	2
(3) CCN(CC)C(=O)COc1ccc(S(=O)(=O)N2CCOCC2)cc1
→ 6	-7	3	0	-8	9	-4	15	0
(4) CCOc1cc(CNCc2cccnc2)ccc1OCC(=O)NC(C)(C)C
→ 2	6	0	16	-6	2	2	-2	-2
(5) Cc1ccccc1C(=O)Nc1nnc(-c2ccc(C(C)(C)C)cc2)s1
→ 1	3	3	2	-4	-20	-15	-30	1
(6) CCN1CCN(C(=O)c2ccc(OCC(=O)Nc3ccc(F)cc3)c(OC)c2)CC1
→ 4	-2	-2	20	9	-25	-6	7	-1
(7) CCc1ccc(N(C(=O)c2csnn2)C(C(=O)NC(C)(C)C)c2ccccn2)cc1 (stereo unspecified)
→ 6	5	1	13	3	0	-2	22	1
(8) Cc1cc2cc(C=O)c(Cl)nc2cc1C
→ 3	-14	-4	4	-6	-8	3	4	-2
(9) CC(=O)Nc1ccc(C(=O)N(C)C(C(=O)Nc2ccc(C)cc2)c2ccccn2)cc1 (stereo unspecified)
→ 3	0	-3	5	-5	-8	3	4	-2
(10) Cc1ccc(S(=O)(=O)c2ccc(Oc3cccc(C)c3)cc2)cc1
→ 0	4	-11	2	-11	-8	-9	-16	nt
(11) O=C(CCC1CCCCC1)NCc1ccc(F)cc1
→ -1	0	-1	4	-6	0	-9	-42	-2
(12) Cc1ccc(NS(=O)(=O)c2cccc(C(=O)n3ncc(C#N)c3N)c2)c(C)c1
→ 9	3	-1	-2	-3	2	-3	15	0
(13) C=CCOc1ccc(CNc2ccc3[nH]c(=O)[nH]c3c2)cc1
→ 4	5	nt	43	11	-13	1	5	nt
(14) COc1ccc(NC(=O)Nc2ccc3nccnc3c2)cc1
→ 5	-5	-3	2	-5	0	-8	1	-1
(15) COC(=O)c1ccc(C(C(=O)NC2CCCCC2)N(CCc2ccccc2)C(=O)Cc2cccs2)cc1 (stereo unspecified)
→ 5	2	0	4	-7	4	11	-17	0
(16) O=[N+]([O-])c1ccc(O)c(C=Nc2ccc3nc(-c4ccccc4)[nH]c3c2)c1
→ -4	2	0	32	2	-13	8	15	-2
(17) CCn1c(SCC(=O)Nc2ccc(S(N)(=O)=O)cc2)nnc1-c1cccc(OC)c1
→ -1	1	2	0	-5	-10	-5	7	0
(18) Cc1ccc2nc(C)c(C(=O)NN=C3CCN(C)CC3)n2c1
→ 3	3	3	7	-8	-32	15	5	-1
(19) Cc1ccc(C)c(NS(=O)(=O)c2ccc3[nH]c(=O)oc3c2)c1
→ 3	-1	-1	13	1	-6	-2	13	0
(20) Cc1ccc(-c2cc(-c3ccccc3)no2)c(O)c1
→ 2	-2	-1	-2	-7	-47	27	40	3

Next records follow:
Below each compound: p97 ATPase inh	NPY Y1 blocker	Runt-SMMHC FRET	Hck Nef HTS	RBBP9 inhibitor	MDM2 E3 inh	NPY-Y2 PAM-ag	NPY-Y1 PAM-ag	Runt-CBFb FRET
(21) COc1cccc(CN2CCN(C(=S)NCc3ccc(Cl)cc3)CC2)c1
→ 5	-5	0	17	1	1	-3	10	-2
(22) Oc1cccc(C(O)CNCc2ccc(-c3ccccc3)cc2)c1 (stereo unspecified)
→ -2	5	2	16	-7	-13	-17	-14	-3
(23) COc1ccc(COCC(O)CN(Cc2ccccc2)C(C)C)cc1OC (stereo unspecified)
→ 5	2	2	6	-3	-11	4	3	0
(24) CC1CN(CCCCOc2cccc(Oc3ccccc3)c2)CC(C)O1 (stereo unspecified)
→ -1	8	-3	3	-3	-22	-16	-19	-1
(25) COC(=O)c1ccc(COC(=O)CNC(=O)c2ccc(-c3ccccc3)cc2)cc1
→ -6	21*	4	10	-6	10	-7	-7	1
(26) CCc1ccc(NC(=O)C2C3C=CC(C4CC34)C2C(=O)O)cc1 (stereo unspecified)
→ 2	3	-1	0	-7	-9	4	-12	0
(27) CCOC(=O)C1CCN(C(=O)C(C)c2ccc([N+](=O)[O-])cc2)CC1 (stereo unspecified)
→ 0	5	-1	-11	-11	-11	8	-1	0
(28) O=C(NC(=S)Nc1ccc2c(c1)OCCO2)c1cccc(Br)c1
→ -7	9	3	1	-15	-5	-4	-34	2
(29) COCC(=O)Nc1ccc(S(=O)(=O)NCCc2ccccc2)cc1
→ -2	6	-4	8	-3	9	4	-14	0
(30) Cc1cc(C)n2cc(CSc3nnnn3C)nc2n1
→ 2	-2	0	1	-8	-20	13	21	0
(31) C/C(CC(=O)NCc1ccccc1)=N\NC(N)=S
→ 0	4	0	7	-6	-9	-4	6	0
(32) COCC(C)NCc1cc(Br)ccc1OC (stereo unspecified)
→ 0	3	-7	11	0	-1	2	14	-3
(33) Cc1cc(NC(=O)CSc2ccc3nnc(CCNC(=O)c4ccccc4)n3n2)no1
→ 0	3	0	19	-4	-7	0	6	0
(34) Cc1cc(NC(=O)CCCSc2nc(-c3ccco3)cc(C(F)(F)F)n2)no1
→ 1	-1	-1	18	-5	1	18	-1	-1
(35) Oc1ccc(C(=S)N2CCN(c3cccc(Cl)c3)CC2)cc1
→ -3	-4	5	6	-6	-6	-8	6	26
(36) CCN1CCN(c2nc(Nc3ccccc3F)nc(N)c2[N+](=O)[O-])CC1
→ 6	nt	-1	27	6	nt	0	16	4
(37) CCOC(=O)c1cc(NC(=O)Nc2ccc(OC)c(OC)c2)c(C)nc1C
→ 2	-1	4	11	-2	2	17	-12	0
(38) COc1cccc(-c2noc(-c3cccnc3)n2)c1
→ 0	3	8	5	3	-38	-9	20	1
(39) NC(=O)c1ccc(NC(=O)CCNC(=O)c2ccco2)cc1
→ 4	nt	-1	24	-10	nt	-27	14	0
(40) N#Cc1nc(-c2cccs2)oc1NCc1ccccc1Cl
→ 4	4	-1	1	5	-12	-8	-26	1

7 records drawn at random from those above:
Below each compound: p97 ATPase inh	NPY Y1 blocker	Runt-SMMHC FRET	Hck Nef HTS	RBBP9 inhibitor	MDM2 E3 inh	NPY-Y2 PAM-ag	NPY-Y1 PAM-ag	Runt-CBFb FRET
(2) CC(=O)c1ccc(NC2OC(C)C(O)C(O)C2O)cc1 (stereo unspecified)
→ 5	-4	2	1	-9	-3	0	-4	2
(28) O=C(NC(=S)Nc1ccc2c(c1)OCCO2)c1cccc(Br)c1
→ -7	9	3	1	-15	-5	-4	-34	2
(18) Cc1ccc2nc(C)c(C(=O)NN=C3CCN(C)CC3)n2c1
→ 3	3	3	7	-8	-32	15	5	-1
(9) CC(=O)Nc1ccc(C(=O)N(C)C(C(=O)Nc2ccc(C)cc2)c2ccccn2)cc1 (stereo unspecified)
→ 3	0	-3	5	-5	-8	3	4	-2
(27) CCOC(=O)C1CCN(C(=O)C(C)c2ccc([N+](=O)[O-])cc2)CC1 (stereo unspecified)
→ 0	5	-1	-11	-11	-11	8	-1	0
(5) Cc1ccccc1C(=O)Nc1nnc(-c2ccc(C(C)(C)C)cc2)s1
→ 1	3	3	2	-4	-20	-15	-30	1
(16) O=[N+]([O-])c1ccc(O)c(C=Nc2ccc3nc(-c4ccccc4)[nH]c3c2)c1
→ -4	2	0	32	2	-13	8	15	-2

Remaining list, next part.
41: C/C(=N/NC(=O)CN1CCN(Cc2ccccc2Cl)CC1)c1cccs1
42: O=c1c2ccccc2nc2n1C(CSc1ccc(Cl)cc1)CN2 (stereo unspecified)
43: C/C(=N\N1CCN(c2ccc(Cl)cc2)CC1)c1cccc([N+](=O)[O-])c1
44: CCOc1cc(N2CCOCC2)c(OCC)cc1NC(=O)Cn1cnc2c(=O)n(C)c(=O)n(C)c21
45: CCOc1ccc(S(=O)(=O)N(CC(=O)O)c2ccc(C)cc2)cc1
46: O=C(/C=C/Nc1ccc(S(=O)(=O)Nc2cnc3ccccc3n2)cc1)c1cccnc1
47: CCC(=O)NC(=S)Nc1ccccc1OC
48: CC(C)(C)C(=O)NC1(C(F)(F)F)C(=O)Nc2c1c(=O)[nH]c(=O)n2Cc1ccco1 (stereo unspecified)
49: O=C(CN1CCN(Cc2ccc(F)cc2)C1=O)NC1CCCC1
50: CCCCCC(=O)N/N=C(\C)c1ccc(Cl)cc1
51: CCN(CC)CCCNCC(=O)Nc1ccc2c(c1)CCC2

assay / compound,41,42,43,44,45,46,47,48,49,50,51
p97 ATPase inh,3,4,2,1,-2,1,8,7,0,1,5
NPY Y1 blocker,nt,1,0,-1,4,nt,-6,0,1,2,2
Runt-SMMHC FRET,-1,1,-4,-4,0,13,3,2,-1,-2,1
Hck Nef HTS,21,4,5,20,1,8,0,-1,-44,0,2
RBBP9 inhibitor,12,-4,-4,-7,-5,1,3,3,-3,-1,-3
MDM2 E3 inh,1,12,-19,-4,-1,-8,14,-8,3,-11,2
NPY-Y2 PAM-ag,-10,-5,-7,-11,-13,1,2,-3,11,-9,-17
NPY-Y1 PAM-ag,5,-10,-11,-24,-25,10,-7,11,0,-8,-20
Runt-CBFb FRET,-2,-1,2,0,0,4,0,-2,0,-3,0
